# IDH1 R132H inh = qHTS for Inhibitors of mutant isocitrate dehydrogenase 1 (IDH1): qHTS. IDH1-R132H enzyme, NADPH consumption, diaphorase/resazurin fluorescence. Potency, µM (doses to about 76.6 µM), for inactives: at the highest dose activity change, negative = inhibition, hits mostly inhibitors. 390,000 tested, 0.093% active; further: potency means the concentration at half of the fitted maximal effect; on the % scale 0 is the no-effect control and ±100 the full control effect; nearly all actives have a fitted effect of over 65% in size
# Target sequence (O75874 whole entry R132H, stated change not applied): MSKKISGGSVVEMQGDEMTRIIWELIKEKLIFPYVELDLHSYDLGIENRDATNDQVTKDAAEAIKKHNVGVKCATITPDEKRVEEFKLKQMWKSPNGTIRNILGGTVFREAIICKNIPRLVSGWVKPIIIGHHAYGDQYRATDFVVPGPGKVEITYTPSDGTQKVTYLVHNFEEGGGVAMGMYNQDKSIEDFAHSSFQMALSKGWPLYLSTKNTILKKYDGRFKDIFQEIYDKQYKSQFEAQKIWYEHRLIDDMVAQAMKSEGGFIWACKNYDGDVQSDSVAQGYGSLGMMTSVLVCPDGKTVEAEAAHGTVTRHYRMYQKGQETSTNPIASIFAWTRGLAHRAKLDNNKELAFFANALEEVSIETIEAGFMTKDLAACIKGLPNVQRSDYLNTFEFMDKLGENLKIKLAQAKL
#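 IDH1-R132H (0.5 ug/mL) preincubated 30 min with compound, then NADPH (0.016 mM) and alpha-KG (2 mM) added; 80 min at RT, pH 7.5. Remaining NADPH coupled via diaphorase/resazurin to fluorescence (540/590 nm); concentration-response curves normalized to no-enzyme control.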
# GLS inhibitor = qHTS for Inhibitors of Glutaminase (GLS) | Glutaminase kidney isoform, mitochondrial (Homo sapiens), O94925 | 410,000 tested, 0.21% active | GLS enzymatic activity, qHTS titration | Potency, µM (series often up to 45.5 µM), for the others: at the highest dose activity change, negative = inhibition, actives largely listed as inhibitors; further: potency means the concentration at half of the fitted maximal effect; on the % scale 0 is the no-effect control and ±100 the full control effect
#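 hKGA in 45 mM KH2PO4 pH 8.2, 0.02% Tween-20 with pin-transferred compounds; 1 mM L-glutamine (stock) plus glutamate oxidase/HRP/Amplex Red coupling added. Fluorescence read initially and after 30 min at RT.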
# TrxR1 substrate = qHTS Assay for Substrates of Mammalian Selenoprotein Thioredoxin Reductase 1 (TrxR1): qHTS; Thioredoxin reductase 1, cytoplasmic (Rattus norvegicus), O89049; purified TrxR1 substrate turnover, NADPH consumption readout; Potency, µM (doses to about 114 µM), inactives show at the highest dose activity change, negative = substrate turnover; 390,000 tested, 0.01% active; AID 588456, 2011; further: potency means the concentration at half of the fitted maximal effect; on the % scale 0 is the no-effect control and ±100 the full control effect; nearly all actives have a fitted effect of over 50% in size
#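 Rat TrxR1, dispensed at 90 nM, was prereduced with 400 uM NADPH (final) for 5 min at ~22 deg C, then incubated with compound 15 min before 400 uM selenite. A first-read NADPH fluorescence drop versus no-compound background flagged substrates.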
# Pin1 inhibitor = qHTS Assay to Find Inhibitors of Pin1 | Peptidyl-prolyl cis-trans isomerase NIMA-interacting 1 (Homo sapiens), Q13526 | Pin1 FP peptide displacement, HiFluor488, 10 min | Potency, µM (series often up to 115 µM), for inactives: top-dose activity, negative = inhibition, actives largely listed as inhibitors | 390,000 tested, 0.009% active; active means well fitted inhibition curve with a large enough effect in the polarisation, with a control signal flat, not every such curve was filed as active; inconclusive means small, poorly fitted or top-dose-only effect, or effect the other way, or a change in a side signal; inactive means no such curve, though single readings can be large or run the other way; the % refers to the polarisation; further: potency means the concentration at half of the fitted maximal effect; on the % scale 0 is the no-effect control and ±100 the full control effect
# Target sequence (Q13526 whole entry, looked up): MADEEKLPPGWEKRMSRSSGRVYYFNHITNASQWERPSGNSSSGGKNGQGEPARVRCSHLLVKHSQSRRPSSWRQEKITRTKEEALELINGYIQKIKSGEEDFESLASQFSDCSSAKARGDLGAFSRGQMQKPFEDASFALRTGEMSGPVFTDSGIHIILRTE
# USP1 inh = Inhibitors of USP1/UAF1: Primary Screen | recombinant USP1/UAF1, Ub-Rhodamine cleavage fluorescence | AID 743255, 2014 | Potency, µM (doses to about 57.1 µM), for inactives: at the highest dose activity change, negative = inhibition, most hits filed as inhibitors | 390,000 tested, 0.23% active | Ubiquitin carboxyl-terminal hydrolase 1 (Homo sapiens), O94782; further: potency means the concentration at half of the fitted maximal effect; on the % scale 0 is the no-effect control and ±100 the full control effect; nearly all actives have a fitted effect of over 60% in size; inactives centre near -12
#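 1 nM enzyme complex + cpd, 15 min RT; start with Ub-Rho 150nM final; kinetic fluorescence ex 480/em 540, 6 reads q60 s. Buffer 50mM HEPES pH 7.8, 0.5mM EDTA, 0.1 mg/ml BSA, 1mM TCEP, 0.01% Tween-20.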
# PI4K2A inh = qHTS for small molecular inhibitors of PI4K2A | Phosphatidylinositol 4-kinase type 2-alpha (Homo sapiens), Q9BTU6 | purified PI4K2A, ADP-Glo luminescence, 1 h; stronger effect = lower value | activity change, negative = inhibition, % at 76.9 µM | 420,000 tested, 0.13% active; in the data active means activity change below about -50%; inconclusive means mostly about -30% to -49%;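 further: -100% = wells without enzyme as full effect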
#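 ADP-Glo luminescence measured ADP generated by PI4K2A enzyme (4 ug/mL before mixing) with 1.2 mM PI substrate (pre-mix) and 300 microM ATP (pre-mix). Tris pH7.5 buffer with MgCl2, Triton X-100; 1 h reaction at ambient temperature.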
# TrxR1 inh = qHTS Assay for Inhibitors of Mammalian Selenoprotein Thioredoxin Reductase 1 (TrxR1): qHTS; recombinant rTrxR1, NADPH fluorescence consumption, selenite substrate; AID 588453, 2011; 390,000 tested, 1% active; Potency, µM (top dose mostly 114 µM), without a hit: top-dose activity change, negative = inhibition, actives largely listed as inhibitors; further: potency means the concentration at half of the fitted maximal effect; on the % scale 0 is the no-effect control and ±100 the full control effect; nearly all actives have a fitted effect of over 65% in size
#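 Rat TrxR1 (90 nM in the dispensed reagent) was pre-reduced with 400 uM NADPH for 5 min at room temperature, then incubated with compound for 15 min. After 400 uM selenite was added, NADPH fluorescence (Ex 340/Em 450 nm) was followed for 8 min.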
# PGK inhibitor = qHTS Assay to Find Inhibitors of Phosphoglycerate Kinase. Phosphoglycerate kinase, glycosomal (Trypanosoma brucei brucei), P07378. PGK/GAPDH coupled, Kinase-Glo luminescence, 60 min. Potency, µM (top dose mostly 57.5 µM), without a hit: at the top dose activity change, negative = inhibition, most hits filed as inhibitors. 380,000 tested, 0.043% active. AID 602233, 2012; further: potency means the concentration at half of the fitted maximal effect; on the % scale 0 is the no-effect control and ±100 the full control effect; nearly all actives have a fitted effect of over 60% in size
#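 Luminescent ATP detection (Kinase-Glo Plus) follows a 60-minute room-temperature incubation, with wells lacking PGK as controls. Buffer: 100 mM TEA (pH 7.6), 5 mM MgCl2, 0.01% Tween-20. Coupling enzyme GAPDH (100 nM final) supplies unstable 1,3-BPG in-well.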
# HP1b chromo inh = HTS for Inhibitors of HP1-beta Chromodomain Interactions with Methylated Histone Tails; Chromobox protein homolog 1 (Homo sapiens), P83916; AlphaScreen HP1-beta / biotin-H3K9me3 peptide binding; Potency, µM (highest dose often 114 µM), for the others: at the highest dose activity change, negative = inhibition, actives largely listed as inhibitors; 390,000 tested, 0.56% active; AID 540317, 2011; further: potency means the concentration at half of the fitted maximal effect; nearly all actives have a fitted effect of over 70% in size; inactives centre near 23
# Target sequence (P83916 whole entry, looked up): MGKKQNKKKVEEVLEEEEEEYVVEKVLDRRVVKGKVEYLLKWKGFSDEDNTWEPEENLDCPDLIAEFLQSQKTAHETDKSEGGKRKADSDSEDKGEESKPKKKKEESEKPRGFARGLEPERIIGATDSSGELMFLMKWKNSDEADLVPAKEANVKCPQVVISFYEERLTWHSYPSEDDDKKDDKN
#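 Compound inhibition of the preformed complex between 50 nM HP1-beta and 50 nM biotinylated H3K9me3 peptide was read by AlphaScreen. Buffer was PBS pH 7.4 with 0.01% Tween-20. Incubations ran 30 min at room temperature, with 10 ug/mL donor/acceptor beads.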
# The depositor's hits bear a star; i = inactive; ? = inconclusive; nt = no result given; [ ] = remark or other dose. Unless noted, the call rests on the fitted dose curve; in most records, active means well fitted curve in the direction sought with a large enough effect; inconclusive means small, poorly fitted or top-dose-only effect, or another doubt; inactive means no such curve, though single readings can be large; an effect the other way counts as inactive or inconclusive. An excerpt; count on the stated rates, not on these rows.
SMILES,IDH1 R132H inh,GLS inhibitor,TrxR1 substrate,Pin1 inhibitor,USP1 inh,PI4K2A inh,TrxR1 inh,PGK inhibitor,HP1b chromo inh
CC12CCC(=O)N1C(C(=O)NCCN1C(=O)S/C(=C\c3ccccc3F)C1=O)CS2 (stereo unspecified),-8%,-1%,-10%,-2%,-9%,-4,-15%,-6%,6%
COc1cccc(NC(=O)N2CCN(C(=O)C(Cc3ccc(OC)c(OC)c3)NC(C)=O)CC2)c1 (stereo unspecified),4%,3%,4%,-1%,-11%,-11,18%,-9%,15%
CCn1c(SCC(=O)NCCc2ccccc2)nnc1-c1cccs1,3%,-1%,-5%,0%,-2%,2,-11%,i,22%
CC(=O)OCCc1[nH]c2ccccc2c1C,-1%,4%,-9%,-4%,-16%,-1,-25%,-2%,25%
O=C(CC(Nc1cccc(Cl)c1Cl)C(=O)O)c1ccccc1 (stereo unspecified),0%,7%,2%,-6%,-21%,-12,40µM*,-10%,50%[activator]
Cc1cc2nc3c(=O)n(C)c(=O)n(C)c3nc2cc1N=CN(C)C,20%,-1%,-6%,?,?,-4,-13%,i,16%
CCOc1ccc(NC(=S)Nc2ccc(OC)cc2)cc1,7%,0%,-3%[57.1 µM],-1%,?,2,12%[57.1 µM],-3%,13%
CCOC(=O)c1cnn(-c2cc(C)nc3c(-c4ccccc4)c(C)nn23)c1N,-6%,-12%,4%,-3%,-6%,3,16%[57.1 µM],-1%,-1%
CC(=O)NC1CCN(CC(=O)Nc2cccc([N+](=O)[O-])c2)CC1,1%,-1%,5%,-7%,-21%,-1,30%,-6%,37%
COc1ccccc1-n1c(/C=C/c2c(C)n(C)c3ccccc23)nc2ccccc2c1=O,12%,-14%,-13%,?,45%[activator],-6,-5%,4%,8%
O=C(COc1ccc2ccccc2c1)NC1CC(=O)N(c2cccc(F)c2)C1 (stereo unspecified),0%,2%,-2%[57.1 µM],-12%,-19%,-24,-3%[57.1 µM],i,48%[activator]
Cn1cc(S(=O)(=O)N2CCCC2)cc1C(=O)Nc1ccc(F)cc1F,-3%,-8%,?,6%,1%,-2,?,-4%,-4%
COc1cccc(OC)c1C(=O)Nc1ccc(N2CCN(C(=O)c3cccs3)CC2)cc1,5%,12%,-9%,-2%,-16%,0,-5%,5%,-2%
COc1cccc(CNC(=O)Cc2csc3nc(-c4ccccc4)cn23)c1,-3%,-7%,1%[57.1 µM],0%,-24%,-2,18%[57.1 µM],-6%,12%[57 µM]
Cc1cc(C(=O)COC(=O)c2ccc(O)cc2)c(C)n1CC1COc2ccccc2O1 (stereo unspecified),4%,4%,-12%,33%[activator],1%,-6,1%,-4%,-8%
NC(=O)C(=O)N/N=C/c1cccc(C(F)(F)F)c1,-6%,8%,14%[57.1 µM],0%,-12%,3,27%[57.1 µM],17%,6%
CC1COC(Cn2c3ccccc3c3ccccc32)O1 (stereo unspecified),11%,-11%,5%[57.1 µM],0%,-16%,1,24%[57.1 µM],12%,96%[activator]
COc1ccc(CCC(N)=O)cc1OC,4%,1%,11%[57.1 µM],2%,-4%,-2,28%[57.1 µM],-3%,30%
Cn1c(=NCC(O)COc2ccccc2)sc2ccccc21 (stereo unspecified),7%,1%,23%[57.1 µM],15%,-23%,1,48%[activator][57.1 µM],i,30%
Cc1ccc(NS(=O)(=O)c2ccc3c(c2)oc(=O)n3C)cc1,-7%,5%,-3%[57.1 µM],0%,2%,1,13%[57.1 µM],i,12%
COc1ccc(C(=O)NC(=S)Nc2ccc(Cl)cn2)cc1OC,3%,2%,4%,5%,-18%,-1,1%,-9%,60%[activator]
CC(C)n1ncc2c(C(=O)NCc3ccccc3CN(C)C)cc(C3CC3)nc21,0%,1%,40%[activator],-6%,-21%,1,39%,4%,37%
O=C(c1cc(Cl)ccc1O)N1CCN(S(=O)(=O)Cc2ccccc2)CC1,-8%,2%,2%,1%,-22%,-17,14%,-6%,36%
CN1CCN(CC(O)Cn2c3ccccc3c3ccccc32)CC1 (stereo unspecified),4%,3%,0%,-19%,-8%,7,21%,i,?
Cc1cc(SCC#N)n2nc(C)c(-c3ccc(Cl)cc3)c2n1,-7%,1%,3%[57.1 µM],?,-17%,13,1%[57.1 µM],-3%,2%

# Other structures.
SMILES,IDH1 R132H inh,GLS inhibitor,TrxR1 substrate,Pin1 inhibitor,USP1 inh,PI4K2A inh,TrxR1 inh,PGK inhibitor,HP1b chromo inh
CCc1c(C)sc2c1CCN(C(=O)Nc1cc(C)ccc1OC)C2c1ccc(F)cc1 (stereo unspecified),14%,-2%,-2%[57.1 µM],2%,-17%,-2,13%[57.1 µM],0%,41%
Cc1ccc(OCC(=O)NCCNC(=O)c2cnccn2)cc1C,4%,-8%,6%[57.1 µM],4%,-14%,3,10%[57.1 µM],-3%,26%
COc1ccc(-c2cc(=O)c3cc(OC)ccc3[nH]2)cc1,-7%,0%,42%[activator],-6%,-9%,?,5%,-10%,28%
Cc1ccc(CNCc2cc(Cl)ccc2O)cc1,-14%,25%,-5%,?,-12%,5,17%[57.1 µM],-1%,26%
CCCc1nnc(NC(=O)CN2C(=O)c3ccccc3S2(=O)=O)s1,-1%,2%,5%[57.1 µM],-3%,-22%,5,-5%[57.1 µM],-2%,?
Cc1cc(C)cc(NC(=S)N2CCN(Cc3ccccc3)CC2)c1,5%,-1%,-3%[57.1 µM],-3%,-6%,-1,12%[57.1 µM],-6%,3%
Cn1cc(CC(=O)NCCCN2CCCC2=O)c2ccccc21,-6%,5%,0%,8%,-3%,0,9%,1%,41%[activator]
Cc1ccc(NC(=O)Nc2ncnc3nc[nH]c23)cc1,5%,-9%,9%[57.1 µM],-6%,-12%,-12,20%[57.1 µM],-4%,77%[activator]
CSc1ccc(S(=O)(=O)NCCOc2ccccc2C)cc1,2%,-2%,-1%,?,-13%,4,20%,nt,28%
COc1cccc(-c2c(C(=O)N/N=C/c3ccoc3)nnn2-c2nonc2N)c1,12%,-1%,-2%,-16%,-22%,-3,0%,-3%,33%
CC1CCCCC12NC(=O)N(CC(=O)OCC(=O)NCc1ccc(F)cc1)C2=O (stereo unspecified),2%,0%,3%,-5%,-10%,-4,0%,-8%,46%[activator]
CC(C)OCCCN1CN(S(=O)(=O)c2ccccc2)c2nc3ccccc3nc21,6%,-1%,14%,?,-10%,3,-10%,5%,45%[activator]
CN1COc2ccc3ccccc3c2C1,-6%,6%,-18%,3%,-10%,2,?,-5%,43%[activator]
CSCCC(NC(=O)COc1ccccc1)C(=O)OC(C)C(=O)Nc1ccccc1C (stereo unspecified),-4%,8%,-7%,1%,3%,-4,-8%,8%,13%

# Eight structures already listed, sorted by heavy-atom count, low to high:
SMILES,IDH1 R132H inh,GLS inhibitor,TrxR1 substrate,Pin1 inhibitor,USP1 inh,PI4K2A inh,TrxR1 inh,PGK inhibitor,HP1b chromo inh
CN1COc2ccc3ccccc3c2C1,-6%,6%,-18%,3%,-10%,2,?,-5%,43%[activator]
Cc1ccc(CNCc2cc(Cl)ccc2O)cc1,-14%,25%,-5%,?,-12%,5,17%[57.1 µM],-1%,26%
Cc1ccc(NC(=O)Nc2ncnc3nc[nH]c23)cc1,5%,-9%,9%[57.1 µM],-6%,-12%,-12,20%[57.1 µM],-4%,77%[activator]
CSc1ccc(S(=O)(=O)NCCOc2ccccc2C)cc1,2%,-2%,-1%,?,-13%,4,20%,nt,28%
Cn1cc(CC(=O)NCCCN2CCCC2=O)c2ccccc21,-6%,5%,0%,8%,-3%,0,9%,1%,41%[activator]
CCCc1nnc(NC(=O)CN2C(=O)c3ccccc3S2(=O)=O)s1,-1%,2%,5%[57.1 µM],-3%,-22%,5,-5%[57.1 µM],-2%,?
CC1CCCCC12NC(=O)N(CC(=O)OCC(=O)NCc1ccc(F)cc1)C2=O (stereo unspecified),2%,0%,3%,-5%,-10%,-4,0%,-8%,46%[activator]
CSCCC(NC(=O)COc1ccccc1)C(=O)OC(C)C(=O)Nc1ccccc1C (stereo unspecified),-4%,8%,-7%,1%,3%,-4,-8%,8%,13%

# Screens (PubChem BioAssay)
